# Screens deposited in PubChem BioAssay by several laboratories.
# NF-kB expr up: activators of NF-kB expression in neurons, primary screen, cell-based, HTS; human neuronal cells, NF-kB reporter expression; active compounds read high; fold change at 12.5 µM; 190,000 tested, 1.6% active; in the data active = fold change above about 3.3
# STAT1 act: STAT1 signaling activators, primary screen, cell-based, HTS, luciferase reporter; NIH 3T3 STAT1-luciferase reporter, IFN-gamma, luminescence; 100% = IFN-gamma alone, no compound; activation (% of control), % at 5.5 µM; 200,000 tested, 2.6% active;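 active = activation above the screen-wide mean activation plus 3 SD, cut at about 130% in these data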;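 also: raw ratio to IFN-gamma control signal so 100% means no change and 0% no light; values of inactives mirror those of a sister screen read the other way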
# STAT3 activator: IL-6 driven STAT3 reporter potentiators, primary screen, U3A cells, luciferase, luminescence, MLSCN library; IL-6 STAT3-luciferase reporter; 100% = signal with IL-6 EC80 alone; activation (% of control), % at 5.6 µM; 190,000 tested, 0.91% active; AID 871, 2007;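 active = activation above the screen-wide mean of compound activation plus 3 SD, cut at about 130% in these data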;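 also: 0% = background luminescence of wells with medium and substrate only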
#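 Material: STAT3-luciferase reporter U3A cells; Probe or stimulus: IL-6 (33 ng/mL); Incubation: compound pre-incubation 1 h before IL-6, then 6 h stimulation at 37 °C; Technique: luminescence from STAT3-driven luciferase reporter; Evaluation: % activation versus median of IL-6-stimulated wells; Controls: IL-6-only high control.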
# ROMK mod: ROMK potassium channel modulators, primary screen, cell-based, thallium flux, MLSMR library | ATP-sensitive inward rectifier potassium channel 1 (Homo sapiens), P48048 | Tet-inducible ROMK, thallium flux fluorescence; actives lie on both sides | B-score at 10 µM | 130,000 tested, 2% active | AID 1918, 2009;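 active = signal ratio slope over the read window, or its plate-corrected B-score, at least 3 SD from the plate mean, either direction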;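 also: B-score of the F/F0 ratio slope over 7 to 12 s after thallium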
# Target sequence (P48048 whole entry, looked up): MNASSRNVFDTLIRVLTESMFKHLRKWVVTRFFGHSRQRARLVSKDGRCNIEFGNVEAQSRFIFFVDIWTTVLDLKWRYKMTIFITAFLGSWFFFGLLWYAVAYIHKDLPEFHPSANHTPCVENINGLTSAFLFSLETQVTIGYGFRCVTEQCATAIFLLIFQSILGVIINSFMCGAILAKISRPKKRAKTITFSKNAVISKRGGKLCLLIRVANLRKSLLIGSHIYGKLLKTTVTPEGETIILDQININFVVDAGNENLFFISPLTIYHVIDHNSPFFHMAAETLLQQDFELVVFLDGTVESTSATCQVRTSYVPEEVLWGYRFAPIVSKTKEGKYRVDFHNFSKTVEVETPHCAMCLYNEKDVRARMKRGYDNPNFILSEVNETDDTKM
# APP 5'UTR act: activators of APP 5'UTR luciferase reporter, primary screen, SH-SY5Y cells | 190,000 tested, 1% active | activation, % at 2 µM | SH-SY5Y APP 5'UTR luciferase reporter, luminescence; zero percent = DMSO vehicle wells | AID 1276, 2008;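 active = activation above a set limit, based on mean plus 3 SD of controls, cut at about 140% in these data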; also: values of inactives mirror those of a sister screen read the other way
# STAT3 blocker: IL-6 driven STAT3 reporter inhibitors, primary screen, U3A cells, luciferase, luminescence, MLSCN library; IL-6 STAT3-luciferase reporter; host cell line lacks STAT1; inhibition, % at 5.5 µM; 190,000 tested, 0.89% active;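 active = inhibition above the mean inhibition across all screened compounds plus 3 SD, cut at about 44% in these data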;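 also: 0% = DMSO only wells and 100% = 100 µM nifuroxazide control wells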
# FLuc act counter: FLuc activators, initial screening, artefact control for FLuc-dependent activation tests, biochemical, ATPlite luminescence | Luciferin 4-monooxygenase (Photinus pyralis), P08659 | ATPlite luciferase biochemical, 10 min; 0 = ATP-free wells, 1 = DMSO control | activation factor at 10 µM | 200,000 tested, under 10 active;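 active = luciferase activation factor, scaled between plate controls, of at least 2 with compound at 10 µM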
# Target sequence (P08659 whole entry, looked up): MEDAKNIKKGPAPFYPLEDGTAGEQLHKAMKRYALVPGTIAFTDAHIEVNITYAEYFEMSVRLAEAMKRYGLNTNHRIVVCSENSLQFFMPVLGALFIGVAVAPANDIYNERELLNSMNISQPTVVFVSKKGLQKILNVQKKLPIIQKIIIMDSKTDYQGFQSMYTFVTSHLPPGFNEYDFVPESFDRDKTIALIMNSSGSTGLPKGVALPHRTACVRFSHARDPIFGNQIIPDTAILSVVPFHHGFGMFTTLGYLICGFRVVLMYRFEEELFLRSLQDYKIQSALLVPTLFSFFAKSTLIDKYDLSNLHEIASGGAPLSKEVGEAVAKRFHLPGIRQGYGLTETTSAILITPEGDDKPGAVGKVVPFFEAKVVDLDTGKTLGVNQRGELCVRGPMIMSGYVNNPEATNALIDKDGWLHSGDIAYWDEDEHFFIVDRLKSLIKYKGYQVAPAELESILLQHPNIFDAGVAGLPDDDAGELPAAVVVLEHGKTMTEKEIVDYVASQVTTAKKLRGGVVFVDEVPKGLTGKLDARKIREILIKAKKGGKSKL
#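 System: cell-free luciferase reagent; medium: PBS as buffer for the ATP substrate; doses: test compounds dosed from 2 mM stocks in 100% DMSO; incubation: 10 min, room temperature; measured by: luminescence from luciferase reaction; read-out: luciferase activation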
# STAT1 blocker: STAT1 signaling inhibitors, primary screen, cell-based, HTS, luciferase reporter. NIH 3T3 STAT1-luciferase reporter, IFN-gamma, luminescence. 200,000 tested, 0.35% active. inhibition, % at 5.5 µM. AID 920, 2007;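 active = inhibition above a set limit, the mean inhibition across all tested compounds plus 3 SD, cut at about 34% in these data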;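 also: 0% = IFN-gamma with DMSO and 100% = IFN-gamma with 300 µM nifuroxazide; values of inactives mirror those of a sister screen read the other way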
# FLuc inh counter: firefly luciferase enzyme inhibitors, primary screen, artefact control for luciferase-based inhibitor screens, biochemical, luminescence, ATPLite | inhibition, % at 10 µM | 200,000 tested, 1.5% active | 10 min | AID 1006, 2008 | Luciferin 4-monooxygenase (Photinus pyralis), P08659;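 active = inhibition above about 50% when tested at 10 µM, limit read from the data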
# APP 5UTR inh: inhibitors of APP translation via 5'UTR reporter, primary screen, APP 5'UTR luciferase, SH-SY5Y cells | SH-SY5Y APP 5'UTR-luciferase reporter, luminescence | inhibition, % at 2 µM | 190,000 tested, 0.82% active;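 active = inhibition above a set limit, derived from the sample mean plus 3 SD, cut at about 45% in these data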; also: values of inactives mirror those of a sister screen read the other way
# Numbers without * were called inactive; . = no result given.
SMILES,NF-kB expr up,STAT1 act,STAT3 activator,ROMK mod,APP 5'UTR act,STAT3 blocker,FLuc act counter,STAT1 blocker,FLuc inh counter,APP 5UTR inh
O=C(NC(=S)Nc1cccc(NC(=O)c2ccc(Cl)cc2Cl)c1)c1cccs1,1.35,98.9,93.1,.,-8.4,3.4,1,1.2,-0.2,8.4
CCOc1ccc2[nH]c(=O)c(C(c3nnnn3CCOC)N3CCOCC3)cc2c1 (configuration not stated),1.62,97.7,104.2,-0.877,-2.0,-0.5,1,2.5,-0.5,2.0
O=C(/C(=C(/[O-])c1ccccc1)[n+]1ccccc1)c1ccc([N+](=O)[O-])cc1,1.27,95.1,96.1,.,0.1,7.4,1,5.6,-4.4,-0.1
CCc1ccc(S(=O)(=O)NCc2csc(-c3cccnc3)n2)s1,0.85,97.7,101.1,.,-3.7,-1.2,0.9,3.4,8.8,3.7
CCOc1ccc(C(=O)CCc2nc3ccccc3s2)cc1,0.47,98.7,128.0,.,38.7,-34.8,1,1.4,-4.6,-38.7
COc1cc(C(c2sc3nc(C)nn3c2O)N2CC(C)OC(C)C2)cc(OC)c1OC (configuration not stated),0.9,105.5,105.6,.,9.1,-6.7,1,-4.9,-4.8,-9.1
Cc1ccc2ccc(S(=O)(=O)n3nc(C)cc3C)cc2c1,1.07,100.8,102.7,-0.57,-5.8,1.8,1.1,-0.9,-6.1,5.8
COc1cccc(C2=NOC(C(=O)Nc3cc(C)nn3-c3ccccc3)C2)c1OC (configuration not stated),0.85,98.3,103.6,.,-1.9,1.0,1.1,1.9,-7.4,1.9
Cc1nn(-c2ccccc2)c(N)c1Sc1ccc([N+](=O)[O-])cc1,1.19,102.1,105.1,.,5.8,-2.7,1,-2.4,-3.0,-5.8
COc1cc(/C=N/NC(=O)c2cccnc2)ccc1OS(=O)(=O)c1cc(C)ccc1C,0.66,96.0,91.5,-2.39,21.8,7.9,1.1,4.6,-5.8,-21.8
O=S(=O)(NCc1cc(-c2ccccc2Cl)no1)c1ccc(Cl)cc1,1.08,100.1,112.8,.,12.0,-9.6,1.1,-0.1,-6.2,-12.0
Cc1ccc(-n2nnnc2-c2cnc(N3CCCC3)nc2C(F)(F)F)cc1,0.81,80.2,83.2,-1.24,10.1,23.1,1,21.5,-2.2,-10.1
Cc1cccc(CS(=O)(=O)Cc2ccc(C(=O)NCCCN3CCCC3)o2)c1,1.38,95.3,102.9,0.72,-0.4,-2.2,1,3.8,-3.3,0.4
O=C(Nn1cnc2ccccc2c1=O)C1CCCCC1,1.18,97.1,97.9,.,-2.9,3.2,1,3.2,-1.8,2.9
CCNC(=O)c1ccc(C2SCC(=O)N2CCc2ccccc2)cc1 (configuration not stated),1.3,98.1,80.8,-0.524,0.0,25.9,1,2.1,-3.3,0.0
COc1ccc2c(C=O)cn(C)c2c1,0.94,97.7,94.8,0.34,6.5,12.9,1.1,0.5,-7.5,-6.5
COc1ccc(-c2noc(CN(C)S(=O)(=O)c3ccc(Cl)cc3)n2)cc1OC,0.97,111.0,90.5,-0.0807,3.4,15.0,1.1,-6.7,-6.8,-3.4
O=C(O)c1ccc(Cn2cnc3scc(-c4ccccc4)c3c2=O)cc1,1.37,93.4,98.5,-6.05*,-4.9,8.6,1,6.3,-2.7,4.9
CCNc1nc(N)nc(Oc2ccc(OCCOc3ccc(Cl)cc3Cl)nn2)n1,1.06,93.4,95.8,.,-14.0,10.5,1.1,7.2,-7.7,14.0
CCC1=Nc2cc(C(=O)O)ccc2Sc2ccc(Cl)cc21,0.9,97.8,98.2,1.08,5.4,2.0,1.1,2.5,-6.2,-5.4
Cc1cccc(NC(=O)CNC(=O)COc2cc(F)ccc2[N+](=O)[O-])c1C,0.94,98.9,98.8,-0.189,-16.4,3.1,1,-1.3,-2.3,16.4
CCCCC(=O)Nc1nc2ccc3nc(C)sc3c2s1,1.86,111.5,89.4,.,.,21.0,1,-12.7,-1.0,.
O=C(/C=C/c1ccccc1)Oc1ccc(C(=S)N2CCOCC2)cc1,0.97,102.7,99.6,0.472,31.3,2.6,1,-3.5,-3.8,-31.3
c1ccc(C(Cc2nc(-c3ccccn3)no2)c2ccccc2)cc1,0.56,108.7,96.4,.,7.8,8.3,1,-9.4,-1.7,-7.8
O=C(Nc1nnc(-c2ccc3c(c2)OCCO3)o1)c1ccc(Cc2ccccc2)cc1,1.13,104.7,103.6,.,7.4,0.4,1,-5.2,-2.2,-7.4
Cc1cc(C)cc(N2C(=O)CC(Sc3nnnn3-c3ccccc3)C2=O)c1 (configuration not stated),1.09,94.2,93.9,.,-4.0,13.3,1,6.3,2.2,4.0
Cc1cc(NC(=O)COC(=O)c2n[nH]c3ccccc23)no1,1.26,106.7,94.1,.,20.0,10.6,1.1,-7.3,-7.2,-20.0
CCN(CC)C(=O)CSc1ncnc2sc(-c3ccccc3)cc12,1.61,111.0,110.7,.,32.2,-11.4,0.9,-11.9,6.2,-32.2
CCCc1cc(C(=O)Nc2ccccc2C(=O)OC)no1,1.18,106.9,107.8,.,-9.6,-4.0,1,-7.7,-1.7,9.6
O=C(Cc1ccccc1)Nc1cc(C(=O)c2ccccc2)ccc1N1CCOCC1,0.37,89.9,102.1,-0.131,-6.8,-2.6,1,9.6,0.3,6.8
COc1cc(Cl)c(C)cc1NC(=O)c1ccc(S(C)(=O)=O)cc1,1.17,103.4,85.9,-0.0504,28.8,19.4,1,-4.4,-4.0,-28.8
Cc1ccc(-c2cc(=O)[nH][nH]2)c(C)c1,1.21,94.6,102.9,-0.0607,-3.1,1.0,1.1,4.2,-10.2,3.1
Cc1ccc(NC(=O)CN(C)S(=O)(=O)c2cccc3nsnc23)cc1C,0.94,96.6,105.6,-1.14,16.9,-5.8,0.9,3.8,10.2,-16.9
CC(C)C(NS(=O)(=O)c1ccc(Br)s1)C(=O)O (configuration not stated),1.5,109.7,103.4,.,-2.8,1.2,1,-10.6,-3.9,2.8
Cc1ccc(OCC(O)CN2C(=O)NC(C)(C)C2=O)cc1 (configuration not stated),1.07,103.5,101.1,0.946,3.7,1.9,1.1,-3.1,-5.3,-3.7
CC1Cc2nc(SCC(=O)N3CCN(c4ccccc4)CC3)n(C)c(=O)c2S1 (configuration not stated),0.79,84.5,94.2,.,21.1,15.3,1.1,17.1,-5.3,-21.1
CC(=O)C1C(c2ccc(Br)cc2)C2C(C)=NN=C2CC1(C)O (configuration not stated),0.93,106.7,98.7,.,-13.4,-2.9,1,-7.4,0.0,13.4
O=C(c1ccccc1)c1ccc(OCCCCN2CCCCC2)cc1,1.12,100.2,101.1,-0.807,-12.1,4.6,1.1,-0.2,-5.3,12.1
COc1ccc(C(C)=O)cc1CSc1nnc(Nc2ccc(C)cc2)s1,1.01,82.8,92.3,0.092,-5.8,7.3,1.1,20.4,-9.1,5.8
CCOC(=O)c1ccc(NC(=S)NNC(=O)C2(C)CC2(Cl)Cl)cc1 (configuration not stated),1.14,102.7,95.6,.,.,11.0,1,-3.0,-0.4,.

# Compounds listed so far containing an NH in an aromatic ring, in the order listed:
SMILES,NF-kB expr up,STAT1 act,STAT3 activator,ROMK mod,APP 5'UTR act,STAT3 blocker,FLuc act counter,STAT1 blocker,FLuc inh counter,APP 5UTR inh
CCOc1ccc2[nH]c(=O)c(C(c3nnnn3CCOC)N3CCOCC3)cc2c1 (configuration not stated),1.62,97.7,104.2,-0.877,-2.0,-0.5,1,2.5,-0.5,2.0
Cc1cc(NC(=O)COC(=O)c2n[nH]c3ccccc23)no1,1.26,106.7,94.1,.,20.0,10.6,1.1,-7.3,-7.2,-20.0
Cc1ccc(-c2cc(=O)[nH][nH]2)c(C)c1,1.21,94.6,102.9,-0.0607,-3.1,1.0,1.1,4.2,-10.2,3.1

# Going on with the list.
SMILES,NF-kB expr up,STAT1 act,STAT3 activator,ROMK mod,APP 5'UTR act,STAT3 blocker,FLuc act counter,STAT1 blocker,FLuc inh counter,APP 5UTR inh
COc1ccc(NS(=O)(=O)c2cc([N+](=O)[O-])ccc2N/N=C\c2c(C)[nH]c3ccccc23)cc1,1.02,102.7,121.7,-0.121,.,-28.3,1,-3.0,-4.9,.
COc1ccc(OC)c(NC(=O)C2CC(=O)N(CCc3ccccc3)C2)c1 (configuration not stated),1.26,94.2,105.5,-0.365,16.2,-5.5,1,5.2,-4.5,-16.3
Cc1ccc2c(c1)N(CC(=O)NC1CCCCC1C)C(=O)CO2 (configuration not stated),1.09,101.2,96.0,.,-6.8,8.3,1,-1.3,-4.7,6.8
COc1ccc(N2CCN(CC(=O)Nc3cc(C)on3)CC2)cc1,1.05,95.0,104.4,.,4.9,0.5,1.1,5.4,-5.4,-4.9
CCOC(=O)Cn1nnnc1CN(Cc1ccccc1)Cc1cc2cc(CC)ccc2[nH]c1=O,0.67,100.2,105.7,-1.81,-6.5,-2.4,1,-2.0,-3.7,6.5
O=C(c1ccc(C(F)(F)F)cc1)C1CCCN(C(=O)CN2C(=O)CSC2=O)C1 (configuration not stated),1.74,113.3,109.6,0.000211,13.2,1.5,1,-15.5,-3.7,-13.2
CCCC(=O)N1CCN(c2ccc(NC(=O)c3ccc([N+](=O)[O-])o3)cc2Cl)CC1,.,123.6,101.4,.,-97.5,3.6,1,-28.4,-3.9,97.5*
COc1ccc(-c2c(C(C)=O)c(C)nc3sc4c(c23)NC(c2ccccc2)NC4=O)cc1 (configuration not stated),1.06,98.4,104.6,1.6,24.6,-0.8,1,1.8,-4.9,-24.6
CCOc1ccccc1NC(=O)c1ccccc1NS(C)(=O)=O,1.1,101.9,96.4,.,9.8,9.1,1.1,-2.1,-9.6,-9.8
O=C(Nc1ccc2nc(-c3ccccc3)[nH]c2c1)c1cccs1,0.46,115.2,81.1,-0.00526,45.8,23.6,0.7,-11.4,34.9,-45.8
O=C(NCc1ccc2c(c1)OCO2)c1c[nH]c2ccc(S(=O)(=O)N3CCOCC3)cc2c1=O,1.06,100.3,103.8,.,-7.6,-1.1,1,-0.3,-1.5,7.6
Cn1c(SCc2nc3ccccc3n2CCO)nc2ccccc21,1.01,90.0,84.2,0.0562,-8.6,22.3,1,11.1,-3.2,8.6
CC(=O)c1cc(CN2C(=O)CCC2=O)cs1,0.96,99.4,112.3,-0.524,-2.1,-11.0,1.1,0.6,-5.1,2.1
N#C/C(=C(/O)CSc1nnc(Cc2cccs2)n1C1CCCCC1)c1nc2ccccc2[nH]1,0.91,89.7,120.3,.,4.9,-19.6,1,9.5,3.2,-4.9
Cc1nc(C)c(Cc2ccccc2Cl)c(=O)[nH]1,0.99,102.8,105.8,0.791,5.9,-8.8,1,-2.9,-4.8,-5.9
